Compound activity as filed in PubChem.
ERp5 block: inhibitors of ERp5-driven insulin aggregation, primary screen, biochemical, turbidity, absorbance 650 nm, single point | Protein disulfide-isomerase A6 (Homo sapiens), Q15084 | 90 min | inhibition, % at 9.99 µM | hit rate 0.05% among 350,000 | AID 651711, 2012;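 active = mean replicate inhibition above about 25%, with every replicate also reaching it, limit read from the data, passing the limit was not always enough; inconclusive = only one of those two criteria met; inactive = neither criterion met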
Target sequence (Q15084 whole entry, looked up): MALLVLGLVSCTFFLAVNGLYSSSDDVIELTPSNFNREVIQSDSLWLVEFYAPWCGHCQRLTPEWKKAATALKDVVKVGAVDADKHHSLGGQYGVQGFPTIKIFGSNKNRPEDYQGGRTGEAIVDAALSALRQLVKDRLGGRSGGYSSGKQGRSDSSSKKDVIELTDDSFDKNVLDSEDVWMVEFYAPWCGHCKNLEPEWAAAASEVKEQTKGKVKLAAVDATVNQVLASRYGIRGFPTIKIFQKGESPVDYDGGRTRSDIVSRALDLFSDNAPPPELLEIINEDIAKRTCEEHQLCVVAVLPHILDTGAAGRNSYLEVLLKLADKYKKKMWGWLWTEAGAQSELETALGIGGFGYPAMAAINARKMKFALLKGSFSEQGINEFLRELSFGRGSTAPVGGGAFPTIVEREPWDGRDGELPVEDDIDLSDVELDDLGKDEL
S100A4 MyoIIA: inhibitors of S100A4-myosin IIA peptide binding, primary screen, biochemical, fluorescence polarization, TAMRA-MyoIIA peptide; Protein S100-A4 (Homo sapiens), P26447; inhibition, % at 10.7 µM; hit rate 0.14% among 360,000;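 active = mean inhibition of at least 70% across replicates, with every replicate also reaching that level; inconclusive = mean inhibition reaches 70% but some replicates fall short; inactive = mean inhibition below 70%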
Target sequence (P26447 whole entry, looked up): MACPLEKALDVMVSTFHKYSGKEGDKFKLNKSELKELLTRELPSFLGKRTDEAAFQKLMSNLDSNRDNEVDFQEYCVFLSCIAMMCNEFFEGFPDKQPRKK
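Material: S100A4 monomer protein | Medium: HEPES pH 7.2 with CaCl2, KCl, NaCl, DTT, Triton | Reagent: Labelled myosin peptide probe, 5 nM | Doses: One dose per compound | Times: 5 min incubation before reading | Benchmarks: Neutral control DMSO, positive control TFP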
DENV2 CPE: inhibitors of DENV2 cytopathic effect, primary screen, cell-based, plate reader, single concentration; DENV2-infected cells, cytopathic effect rescue; CPE inhibition, % at 9.99 µM; hit rate 1.7% among 350,000; AID 651640, 2012; in the data active = CPE inhibition above about 20%, passing the limit was not always enough; inconclusive = no clear call, values can overlap the other calls; tested in BHK-21 cells;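 also: 0% = median of neutral control wells and 100% = median of positive control wells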
SIRT5 inh: SIRT5 desuccinylase inhibitors, primary screen, biochemical, fluorescence imaging, single point, set 5 | NAD-dependent protein deacylase sirtuin-5, mitochondrial (Homo sapiens), Q9NXA8 | Purified SirT5, succinyl-peptide AMC, trypsin-coupled fluorescence | inhibition, % at 15 µM | hit rate 1.1% among 330,000 | AID 652115, 2013; in the data active = inhibition above about 15%; inconclusive = no clear call, values can overlap the other calls
Target sequence (Q9NXA8 whole entry, looked up): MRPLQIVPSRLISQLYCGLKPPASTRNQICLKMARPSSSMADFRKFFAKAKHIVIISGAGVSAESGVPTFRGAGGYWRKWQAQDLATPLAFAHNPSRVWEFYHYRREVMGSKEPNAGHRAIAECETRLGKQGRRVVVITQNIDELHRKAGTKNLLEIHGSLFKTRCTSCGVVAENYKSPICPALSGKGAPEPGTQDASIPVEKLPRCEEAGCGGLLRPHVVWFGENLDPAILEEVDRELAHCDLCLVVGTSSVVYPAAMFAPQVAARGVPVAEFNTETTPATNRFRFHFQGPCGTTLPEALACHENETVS
E-selectin induc: E-selectin induction in HUVECs, primary screen, imaging, HUVEC, immunofluorescence imaging, single point | hit rate 0.37% among 260,000 | activation, % at 7.58 µM | normalized: neutral wells 0, TNF-alpha wells 100 | P16581 | AID 686992, 2013;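 active = mean E-selectin-positive cell signal at least 10% of the positive control, reached in at least 60% of replicates, without over 20% cell loss; inconclusive = no rule given, readout overlaps actives, possibly toxicity-flagged; inactive = the rest, including those meeting only one limit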;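 also: in these data hits start at about 27%; measured in HUVEC primary endothelial cells; signal is the percent of cells scored E-selectin positive by PE staining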
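Material: HUVEC primary endothelial cells; Amount: 3,000 cells per well; Dosing: single concentration; Medium: EGM-2 growth medium on 0.1% gelatin-coated wells; Read-out basis: percent E-selectin-positive cells; Signal: immunofluorescence imaging; Control set: TNF-alpha, DMSO.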
PglD DTNB: C. jejuni PglD acetyltransferase inhibitors, primary screen, biochemical, DTNB colorimetric, single point | UDP-N-acetylbacillosamine N-acetyltransferase PglD (Campylobacter jejuni) | purified PglD enzyme, DTNB colorimetric CoA detection | hit rate 0.098% among 360,000 | inhibition, % at 12.5 µM | AID 602405, 2012; in the data active = inhibition above about 16%, passing the limit was not always enough; inconclusive = no clear call, values can overlap the other calls; also: strong numbers were not always called active
Statin myotox sup: suppressors of statin myotoxicity in C2C12 myotubes, primary screen, cell-based, single point, plate reader; C2C12 myotubes + simvastatin, ATP luminescence, 48 h; scaled: DMSO 0, geranylgeraniol control 100; rescue of ATP level, % at 7.49 µM; hit rate 0.78% among 330,000; AID 602340, 2012;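 active = mean ATP rescue above about 67%, or every replicate alone reaching that limit, limit read from the data, passing the limit was not always enough; inconclusive = no clear call, values can overlap the other calls; inactive = mean under the limit and some replicate under it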;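 also: myotubes were challenged with 10 µM simvastatin during compound exposure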
An asterisk follows results filed as active; u = inconclusive; x = not tested or not shown; & = joins results of further samples. A portion of the library; count on the stated rates, not on these rows.

SMILES | ERp5 block | S100A4 MyoIIA | DENV2 CPE | SIRT5 inh | E-selectin induc | PglD DTNB | Statin myotox sup
CC1(C(=O)Nc2ccc3c(c2)OCCO3)CCC(=O)N1C1CC1 (stereo not given) | -0.6 | 10.1 | 9.6 | 0.3 | -0.1 | -1.6 | 8.2
CC(C)NC(=O)N1CCCCN2[C@H](C1)[C@H](c1ccc(C#Cc3ccccc3)cc1)[C@@H]2CO | 11.5 | 10.9 | 13.1 | -0.3 | -0.3 | -3.1 | x
CC(C)(C)OC(=O)N(CCc1ccccc1)Cc1cccc(OCc2cccc(NC(=O)C3CC3)c2)c1 | -3.2 | -4.1 | -10.9 | 7.7 | x | 4.7 | -1.7
O=C(/C=C/c1ccc(F)cc1)NCCCN1CCN(CCCNC(=O)/C=C/c2ccc(F)cc2)CC1 | -1.6 | 3.1 | -8.4 | 0.5 | x | x | x
CC(OC(=O)CCCN=C1NS(=O)(=O)c2ccccc21)C(=O)NC1CCCCC1C (stereo not given) | 5.6 | 0.2 | u | -3.7 | 0.4 | -10.6 | 2.7
C[C@@H]1CN([C@@H](C)CO)C(=O)c2cc(C3=CCCC3)cnc2O[C@H]1CN(C)C(=O)Nc1ccc(C(F)(F)F)cc1 | 4.3 | -4.9 | 11.4 | 4.0 | -0.1 | 2.8 | 5.8
O=C(c1ccccc1F)N1C[C@@H]2[C@H](c3ccccc31)[C@H](CO)N2C(=O)c1cccnc1 | 0.3 | -8.9 | -12.1 | 0.7 | 0.1 | -2.0 | -12.4
Cc1cc(C)cc(NC(=S)NC2CC3CCC(C2)N3Cc2ccco2)c1 (stereo not given) | -5.4 | 7.0 | u | 1.7 | x | x | x
C[C@@H]1CN([C@H](C)CO)C(=O)Cc2cc(NC(=O)Nc3ccc(F)cc3)ccc2O[C@@H]1CN(C)C(=O)Nc1cccc2ccccc12 | -2.1 | 8.2 | 12.9 | 10.8 | 0.0 | 1.4 | 49.7
COc1ccc(OC)c(CNC(=O)CCCn2ccc3cc(S(=O)(=O)N4CCCC4)ccc32)c1 | 4.9 | 65.1 | -1.9 | 2.1 | x | 12.9 | -16.4
CC(=O)C12CCCCC1CC1C3CC(C)C4(O)CC(=O)CCC4(C)C3CCC12C (stereo not given) | 5.3 | -3.7 | -3.9 | 0.3 | x | 3.1 | -8.6
O=C(Nc1ccc2c(c1)OCCO2)C1c2ccccc2OCC(=O)N1CCc1ccccc1 (stereo not given) | 2.8 | -0.7 | -2.3 | -3.1 | 0.4 | x | x
CC1c2ccsc2CCN1S(=O)(=O)c1ccccc1 (stereo not given) | -4.4 | 0.5 | -4.3 | 1.3 | x | x | x
O=C(NNC(=O)c1ccco1)c1ccc(NS(=O)(=O)c2cccs2)cc1 | -2.0 | -2.3 | 3.4 | 1.0 | -0.1 | x | -1.1
Cc1nnc(SCC(=O)N(Cc2ccccc2)C(C)(C)C)[nH]c1=O | -4.0 | 5.0 | -3.6 | 1.5 | x | x | 0.6
Nc1nc(SCC(=O)N2CCCCC2)[nH]c(=O)c1NC(=O)c1ccccc1F | -9.4 | -1.9 | 13.3 | -2.7 | -0.1 | -1.0 | 6.8
c1cnc(N2CCN(c3cnccn3)CC2)nc1 | 0.4 | -3.8 | 4.2 | x | -1.7 | x | x
Cc1cc(N2CCOCC2)nc2ccc(NC(=S)N3CCCCC3C)cc12 (stereo not given) | -3.8 | 3.1 | -3.2 | 1.1 | x | 1.9 | -32.6
O=S(=O)(c1ccccc1)N1CCCCN2[C@@H](CO)[C@@H](c3ccc(-c4ccccc4)cc3)[C@@H]2C1 | -5.4 | 8.0 | -15.4 | 0.7 | -0.2 | 2.6 | 1.9
O=C(COC(=O)c1cccc(OC(F)F)c1)NC1CCCC1 | 3.2 | -3.0 | 4.8 | 1.8 | 0.1 | -6.1 | 3.8
CC(=O)C1=C(C)N(Cc2ccccc2)C(=O)N[C@H]1CCc1ccccc1 | 4.3 | -5.9 | 0.1 | -0.5 | -0.1 | 1.1 | 1.8
CCOC(=O)CCCCCC(=O)Nc1ccc2c(c1)C(=O)N([C@@H](C)CO)C[C@@H](C)[C@H](CN(C)C(=O)c1ccncc1)OCCCC[C@H](C)O2 | -1.5 | -3.2 | 3.3 | -4.3 | 1.2 | 1.9 | 4.5
O=C(C[C@@H]1C[C@H]2c3cc(NS(=O)(=O)c4ccc(F)cc4)ccc3O[C@H]2[C@H](CO)O1)NCc1ccccn1 | 1.8 | 24.6 | 2.1 | 0.1 | 0.6 | 0.5 | -0.6
COc1cccc(NC(=S)N(CCCN2CCCC2)Cc2cccn2Cc2ccc(Cl)cc2)c1 | 4.8 | 0.4 | 8.7 | -3.8 | 8.4 | 5.9 | 34.4
CCNC(=O)N1CCN(c2ccc(N3CCN(C(=O)NCC)[C@H](C)C3)c(C)c2)[C@H](C)C1 | -0.9 | 2.3 | 6.2 | -0.6 | 0.0 | x | x
C[C@H]1CN([C@@H](C)CO)C(=O)c2cc(NS(=O)(=O)c3cn(C)cn3)ccc2O[C@@H]1CN(C)C(=O)Nc1ccc2c(c1)OCO2 | -1.0 | -38.2 | 7.2 | -9.8 | -0.3 | -14.3 | 32.5
O=C(O)C1=C[C@H](c2csc3ccccc23)C[C@H](OCCCCO)O1 | -0.2&1.6 | -17.7&-5.7 | 8.1&2.1 | -2.9&-4.1 | -0.2 | -0.4&-1.3 | -6.2
CCOC(=O)c1sc(NC(=O)c2ccccc2C(=O)O)c(C(=O)OCC)c1C | 4.6 | -1.6 | 8.9 | -1.3 | x | x | x
N#Cc1cccc(-c2ccc3c(c2)[C@@H]2[C@@H](CCN2C(=O)c2ccccc2F)[C@H](CO)N3)c1 | -3.7 | 3.7 | -3.9 | 1.8 | 1.9 | -9.5 | -44.6
O=C(CSc1ncc(C(=O)O)n1-c1ccc(F)cc1)NCc1ccc2c(c1)OCO2 | -1.2 | -10.6 | -2.6 | -4.9 | x | x | x
C=CCNC(=O)c1ccc(OC)cc1 | -0.9 | -4.2 | 12.3 | -3.3 | 0.4 | 6.2 | 1.7
Cn1nnc2cc(C(=O)N3CCN(c4ccccn4)CC3)ccc21 | -5.5 | -3.4 | 9.3 | -0.5 | x | -0.8 | -2.5
O=C(c1ccccc1)N1CCN(C(=O)C2CC2)CC1 | 3.2 | -1.0 | -4.3 | -0.5 | 0.6 | -0.4 | 33.9
CC(=O)N1CCc2cc(S(=O)(=O)C(C)CC(=O)NCc3ccco3)ccc21 (stereo not given) | -0.8 | -9.5 | 1.6 | x | 0.2 | -0.8 | 2.0
CCS(=O)(=O)Nc1ccc(C2=NN(C(=O)c3ccco3)C(c3ccc(Cl)o3)C2)cc1 (stereo not given) | 6.6 | -0.2 | -1.6 | -3.3 | x | -0.4 | -1.2
CC(=O)c1cccc(NC(=O)c2ccc(CN3CCc4ccccc4C3)cc2)c1 | -0.3 | -3.9 | 1.4 | 0.5 | x | -3.5 | 2.4
CS(=O)(=O)Cc1ccc(C(=O)NNC(=O)c2cc(-c3ccccc3)n[nH]2)cc1 | 0.0 | 4.8 | 1.9 | 0.9 | -0.2 | 1.4 | -5.5
COc1ccc(CN(C)C[C@H]2OCCCC[C@@H](C)Oc3ccc(NC(=O)Nc4ccc(C(F)(F)F)cc4)cc3C(=O)N([C@H](C)CO)C[C@@H]2C)cc1 | 2.7 | -30.2 | 1.1 | 3.0 | x | -0.5 | -67.6
C[C@H]1CN([C@@H](C)CO)C(=O)c2cc(C#CC3CCCCC3)cnc2O[C@@H]1CN(C)S(=O)(=O)c1cccc(F)c1 | -3.1 | -6.2 | -1.2 | 26.8* | -2.3 | 3.6 | 19.3
CCc1cccc(NC(=O)CN(C)S(=O)(=O)c2cccs2)c1 | 3.4 | 1.5 | 1.5 | x | x | x | x

Three of the compounds above, in CSV form:
mol,ERp5 block,S100A4 MyoIIA,DENV2 CPE,SIRT5 inh,E-selectin induc,PglD DTNB,Statin myotox sup
COc1cccc(NC(=S)N(CCCN2CCCC2)Cc2cccn2Cc2ccc(Cl)cc2)c1,4.8,0.4,8.7,-3.8,8.4,5.9,34.4
CCNC(=O)N1CCN(c2ccc(N3CCN(C(=O)NCC)[C@H](C)C3)c(C)c2)[C@H](C)C1,-0.9,2.3,6.2,-0.6,0.0,x,x
C[C@H]1CN([C@@H](C)CO)C(=O)c2cc(NS(=O)(=O)c3cn(C)cn3)ccc2O[C@@H]1CN(C)C(=O)Nc1ccc2c(c1)OCO2,-1.0,-38.2,7.2,-9.8,-0.3,-14.3,32.5

Further structures follow.
SMILES | ERp5 block | S100A4 MyoIIA | DENV2 CPE | SIRT5 inh | E-selectin induc | PglD DTNB | Statin myotox sup
Cc1ccc(C(=O)CN2CCN(c3ccccn3)CC2)c(C)c1 | -8.2 | -3.5 | 0.2 | 0.7 | -0.4 | 4.1 | 7.2
COc1ccc(C#Cc2cnc3c(c2)C(=O)N([C@@H](C)CO)C[C@H](C)[C@H](CN(C)C(=O)CN(C)C)O3)cc1 | 5.8 | -21.0 | -2.1 | -1.4 | 0.1 | -0.8 | 1.7
CC(Sc1ncn[nH]1)C(=O)c1c(N)n(C)c(=O)n(C)c1=O (stereo not given) | 0.4 | 2.9 | -3.1 | 0.7 | 0.2 | -2.1 | 2.0
CCC(=O)N1CCN(c2ccc(NC(=O)c3ccc(Br)o3)cc2)CC1 | 1.4 | 0.7 | -1.8 | 3.3 | x | x | x
COc1ccccc1/C=C/C(=O)N1CCN(S(=O)(=O)c2cc(C)ccc2C)CC1 | 4.2 | 2.3 | 2.9 | -2.1 | x | -2.1 | 3.7
Cc1ccc(N2CN(CCC3=CCCCC3)CNC2=S)cc1 | 2.9 | 11.7 | 3.9 | -7.1 | -0.1 | 1.1 | -4.4
C[C@H](CO)N1C[C@H](C)[C@H](CN(C)C(=O)c2ccccc2)OCCCC[C@H](C)Oc2ccc(NC(=O)Cc3ccccc3)cc2C1=O | -3.6 | 4.3 | -6.2 | 13.5 | -0.3 | 2.8 | x
CCCC/C(O)=C1\C(=O)CCCC1=NCCc1c(C)[nH]c2ccccc12 | -1.6 | 4.0 | 7.6 | -1.4 | x | x | x
CCC(=O)N(C)C[C@H]1Oc2ncc(C#Cc3ccncc3)cc2C(=O)N([C@H](C)CO)C[C@H]1C | -0.8 | 8.2 | -6.0 | -5.0 | 0.3 | -2.2 | -0.9
C[C@@H]1CN([C@H](C)CO)C(=O)c2cc(C3=CCCC3)cnc2O[C@H]1CN(C)C(=O)c1ccccn1 | 5.3 | -27.1 | 2.8 | -1.9 | -0.1 | 1.7 | 4.9
CCCCNC(=O)C1(C)CCC(=O)N1CCCn1ccnc1 (stereo not given) | 5.5 | 4.0 | -0.3 | -1.4 | 0.0 | 2.1 | -1.5
C=CCN1C(=O)C(Cc2ccc(F)cc2)S/C1=N/N=C/c1ccco1 (stereo not given) | 5.1 | 2.4 | -3.0 | -0.8 | x | x | x
Cc1ccccc1S(=O)(=O)N(C)C[C@@H]1OCc2cnnn2CCCC(=O)N([C@@H](C)CO)C[C@@H]1C | 6.8&-0.2 | -5.0&28.8 | -0.5&3.6 | -2.6&-1.7 | -0.2&0.0 | -6.1&1.5 | -12.5&5.7&1.2
